From PubChem
STAT1 inh – STAT1 signaling inhibitors, primary screen, cell-based, HTS, luciferase reporter; AID 920, 2007; NIH 3T3 STAT1-luciferase reporter, IFN-gamma, luminescence; hit rate 0.35% among 200,000; inhibition, % at 5.5 µM;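 active = inhibition above a set limit, the mean inhibition across all tested compounds plus 3 SD, cut at about 34% in these data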;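 also: 0% = IFN-gamma with DMSO and 100% = IFN-gamma with 300 µM nifuroxazide; values of inactives mirror those of a sister screen read the other way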
STAT3 blocker – IL-6 driven STAT3 reporter inhibitors, primary screen, U3A cells, luciferase, luminescence, MLSCN library. IL-6 STAT3-luciferase reporter; host cell line lacks STAT1. AID 862, 2007. inhibition, % at 5.5 µM. hit rate 0.89% among 190,000;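 active = inhibition above the mean inhibition across all screened compounds plus 3 SD, cut at about 44% in these data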;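 also: 0% = DMSO only wells and 100% = 100 µM nifuroxazide control wells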
Hsp70 activator – Hsp70 transcriptional activators, primary screen, cell-based, HeLa, Hsp70 promoter luciferase, luminescence, 10 µM | activation, % at 10 µM | hit rate 0.04% among 200,000 | HeLa Hsp70 promoter luciferase reporter; scaled: vehicle 0, proteasome-inhibitor control 100% | AID 1203, 2008;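 active = activation above the mean across all tested compounds plus 3 SD, cutoff set per campaign, cut at about 5.5% in these data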;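 also: 100% = MG132 at 30 µM as the positive control and 0% = DMSO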
Redox H2O2 prof – compounds producing H2O2 with reducing agent – biochemical, NIH compound library profiling, artefact control for MLSCN library redox annotation, primary screen; DTT-dependent redox cycling H2O2, phenol red/HRP absorbance; 100% = 100 µM peroxide control, 0% = buffer; activation, % at 10 µM; hit rate 0.03% among 200,000;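 active = activation of at least 50% relative to the plate's high and low controls in the primary single-dose screen; inactive = activation below 50%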;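 also: compound incubated with DTT at 0.8 mM final as the reducing agent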
NF-kB neuron act – activators of NF-kB expression in neurons, primary screen, cell-based, HTS; hit rate 1.6% among 190,000; human neuronal cells, NF-kB reporter expression; active compounds read high; AID 1239, 2008; fold change at 12.5 µM; in the data active = fold change above about 3.3
STAT1 act – STAT1 signaling activators, primary screen, cell-based, HTS, luciferase reporter | NIH 3T3 STAT1-luciferase reporter, IFN-gamma, luminescence; 100% = IFN-gamma alone, no compound | activation (% of control), % at 5.5 µM | hit rate 2.6% among 200,000 | AID 932, 2007;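 active = activation above the screen-wide mean activation plus 3 SD, cut at about 130% in these data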;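 also: raw ratio to IFN-gamma control signal so 100% means no change and 0% no light; values of inactives mirror those of a sister screen read the other way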
STAT3 act – IL-6 driven STAT3 reporter potentiators, primary screen, U3A cells, luciferase, luminescence, MLSCN library | IL-6 STAT3-luciferase reporter; 100% = signal with IL-6 EC80 alone | activation (% of control), % at 5.6 µM | hit rate 0.91% among 190,000 | AID 871, 2007;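 active = activation above the screen-wide mean of compound activation plus 3 SD, cut at about 130% in these data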;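 also: 0% = background luminescence of wells with medium and substrate only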
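Assay system – human STAT1-deficient U3A cells with stable STAT3-luciferase reporter · Also added – IL-6 (33 ng/mL) · Schedule – compound 1 h, then IL-6 6 h at 37 °C · Technique – reporter luminescence signal · Evaluation – % activation versus median of IL-6-stimulated wells · Benchmarks – IL-6-only wells as 100% reference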
HMGR II inh – inhibitors of E. faecalis class II HMGR, primary screen, biochemical, Enterococcus faecalis. inhibition, % at 10 µM. AID 1066, 2008. hit rate 0.41% among 190,000. purified E. faecalis HMGR, NADPH absorbance 340 nm kinetic;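 active = inhibition above a set limit, the median over all tested compounds plus 3 SD, cut at about 9.5% in these data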;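 also: enzyme runs in reverse so mevalonate oxidation gives rising NADPH absorbance; 0% = complete reaction with DMSO and 100% = background rate lacking mevalonate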
APP 5'UTR act – activators of APP 5'UTR luciferase reporter, primary screen, SH-SY5Y cells | SH-SY5Y APP 5'UTR luciferase reporter, luminescence; zero percent = DMSO vehicle wells | activation, % at 2 µM | hit rate 1% among 190,000;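 active = activation above a set limit, based on mean plus 3 SD of controls, cut at about 140% in these data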; also: values of inactives mirror those of a sister screen read the other way
TLR4-MyD88 BLA – inhibitors of TLR4-MyD88 association in cells, primary screen, cell-based, HeLa CL3-4, BLA complementation, FRET ratio; HeLa CL3-4 TLR4/MyD88 BLA complementation; inhibition, % at 8.4 µM; hit rate 0.18% among 200,000; in the data active = inhibition above about 25%;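 also: 0% = vehicle and 100% = reference inhibitor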
Target sequence (O00206 whole entry, looked up): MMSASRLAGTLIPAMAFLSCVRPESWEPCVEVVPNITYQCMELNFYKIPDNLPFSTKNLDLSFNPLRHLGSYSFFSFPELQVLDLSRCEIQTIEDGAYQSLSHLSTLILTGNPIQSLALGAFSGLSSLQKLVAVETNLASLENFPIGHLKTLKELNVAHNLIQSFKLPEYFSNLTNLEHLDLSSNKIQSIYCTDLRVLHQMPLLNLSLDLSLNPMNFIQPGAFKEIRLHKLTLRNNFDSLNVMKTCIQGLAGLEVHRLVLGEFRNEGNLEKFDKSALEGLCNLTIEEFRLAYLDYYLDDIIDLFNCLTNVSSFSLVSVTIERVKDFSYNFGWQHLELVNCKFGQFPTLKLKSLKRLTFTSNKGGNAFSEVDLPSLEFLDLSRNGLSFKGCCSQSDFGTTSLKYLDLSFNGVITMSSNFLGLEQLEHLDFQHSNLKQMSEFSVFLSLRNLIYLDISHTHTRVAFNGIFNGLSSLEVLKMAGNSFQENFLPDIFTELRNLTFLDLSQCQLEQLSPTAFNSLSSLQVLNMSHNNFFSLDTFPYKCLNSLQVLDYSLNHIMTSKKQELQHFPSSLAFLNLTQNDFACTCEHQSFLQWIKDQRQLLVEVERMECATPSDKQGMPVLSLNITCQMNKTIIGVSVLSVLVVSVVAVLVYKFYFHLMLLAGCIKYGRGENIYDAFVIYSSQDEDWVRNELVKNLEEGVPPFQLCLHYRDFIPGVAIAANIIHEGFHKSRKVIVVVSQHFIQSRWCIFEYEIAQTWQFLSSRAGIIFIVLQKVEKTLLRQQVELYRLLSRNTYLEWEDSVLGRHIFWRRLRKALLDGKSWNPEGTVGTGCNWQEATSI
Target sequence (Q99836 whole entry, looked up): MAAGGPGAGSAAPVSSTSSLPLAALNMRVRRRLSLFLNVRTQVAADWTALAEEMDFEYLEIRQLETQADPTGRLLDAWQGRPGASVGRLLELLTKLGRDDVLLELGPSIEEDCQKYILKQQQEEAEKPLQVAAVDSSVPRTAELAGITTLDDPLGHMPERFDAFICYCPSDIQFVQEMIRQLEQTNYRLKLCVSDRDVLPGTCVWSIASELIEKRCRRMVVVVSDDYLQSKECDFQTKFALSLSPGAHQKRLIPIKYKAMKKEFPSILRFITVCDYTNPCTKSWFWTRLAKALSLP
* = called active by the depositor; . = no result given.

Sequence of screens – STAT1 inh	STAT3 blocker	Hsp70 activator	Redox H2O2 prof	NF-kB neuron act	STAT1 act	STAT3 act	HMGR II inh	APP 5'UTR act	TLR4-MyD88 BLA
1: CC(O)Cc1cn(CC(=O)N2CCN(C(=O)OC(C)(C)C)CC2)nn1 (configuration not stated)
→ -1	.	0.1	0.4	0.85	102	.	-2	6	-3
2: CNC(=O)c1ccccc1NC(=O)c1ccco1
→ 3	0	0.0	0.1	1.1	98	102	-3	-6	6
3: Cc1ccc(NC2(C(F)(F)F)N=C(c3ccccc3)NC2=O)nc1 (configuration not stated)
→ 18	-5	-0.3	0.7	0.92	84	100	1	8	6
4: CC(O)CNCCCOc1ccccc1OCc1ccccc1 (configuration not stated)
→ -3	9	-0.3	-0.1	1	101	94	2	9	-2
5: CC(NC(=O)Nc1ccccc1)C(c1cccs1)N1CCN(C)CC1 (configuration not stated)
→ -3	0	-0.2	-0.7	1.1	100	99	2	6	-13
6: CCc1cccc(C)c1NC(=O)C1CCCO1 (configuration not stated)
→ -4	-4	-0.2	-0.3	1.1	104	109	-4	-9	-5
7: Cc1ccc(NC(=O)Cn2c(=O)n(CCCC(=O)NCc3ccco3)c(=O)c3ccccc32)cc1
→ -2	18	-0.4	-1.3	1.3	102	89	-2	-9	1
8: COCCNCCCOc1ccc(C)cc1Br
→ 2	3	-0.1	0.8	1.1	96	103	-8	-5	2
9: COC(=O)c1ccccc1NC(=O)CSCC(=O)Nc1ccc(F)cc1
→ -1	17	0.1	-3.3	1.2	101	90	1	8	-8
10: CC(C)c1ccc(S(=O)(=O)Nc2ccc(SC(F)F)cc2)cc1
→ 2	6	0.1	0.1	0.94	98	95	2	-6	-6
11: COc1ccc(-c2nnc(SCC(=O)NCc3cccs3)n2CC(C)C)cc1
→ 4	10	-0.1	-1.2	1.2	96	93	-7	-8	-1
12: CCOc1ccc(NC(=O)C2=C(C)C(=O)OC23CCC(C)CC3)cc1 (configuration not stated)
→ -6	6	-0.4	-2.1	0.8	106	99	-11	14	-7
13: COCCn1c(SCc2cccnc2)nnc1-c1c[nH]c2ccccc12
→ -5	8	-0.1	-0.8	1	105	100	2	.	5
14: COc1cc(=O)n2c(-c3ccccc3)csc2n1
→ -3	14	-0.1	1.1	1.2	103	91	-2	5	-5
15: COc1ccc2cc3cc(C(=O)NCc4ccc5c(c4)OCO5)oc3nc2c1
→ 1	23	-0.2	2.6	1.1	99	87	-5	-9	-3

Later entries:
Sequence of screens – STAT1 inh	STAT3 blocker	Hsp70 activator	Redox H2O2 prof	NF-kB neuron act	STAT1 act	STAT3 act	HMGR II inh	APP 5'UTR act	TLR4-MyD88 BLA
16: CNC(=O)COC(=O)CNC(=O)c1cc(Cl)cc([N+](=O)[O-])c1
→ -7	11	-0.2	-0.2	0.99	106	95	-8	10	13
17: O=C(Cn1cnc2ccccc2c1=O)Nc1nc2ccccc2s1
→ 4	-38	-0.3	0.1	0.92	97	136*	-5	-5	4
18: Cc1cc([N+](=O)[O-])c(C(C)(C)C)cc1N
→ 4	8	-0.3	-0.4	1.2	96	96	-1	-12	4
19: Cn1c(N)c(C(=O)COC(=O)c2cccs2)c(=O)n(C)c1=O
→ 4	11	-0.3	1.0	1.1	95	96	7	-12	4
20: CC1CCN(CC(O)COC2CCC(C(C)(C)C)CC2)CC1 (configuration not stated)
→ 10	11	-0.3	0.6	1	91	95	-2	1	-3
21: Cc1cc(C(=O)CN2C(=O)c3ccccc3C2=O)c(C)n1Cc1cccs1
→ -66	19	-0.4	1.9	0.94	161*	86	-8	94	6
22: Nc1nc(NCc2ccccc2)nc(Nc2ccc(F)cc2)c1[N+](=O)[O-]
→ 2	7	-0.3	-2.4	1.4	98	98	2	11	-3
23: COc1ccc(C(=O)CN2C(=O)NC(C)(c3ccc(C)cc3)C2=O)cc1OC (configuration not stated)
→ 8	9	-0.4	0.3	1.2	93	96	-2	-9	20
24: O=C(Cn1c(=O)[nH]c2ccsc2c1=O)NC1CCCCC1
→ -1	0	-0.2	-0.3	1.1	101	107	0	-3	-24
25: OCCNc1nc2ccccc2n1CC(O)c1ccccc1 (configuration not stated)
→ 6	10	-0.3	0.2	0.96	94	96	-4	-14	11
26: CN(Cc1ccccc1)S(=O)(=O)c1ccc(NC(=S)NC(=O)C(C)(C)C)cc1
→ 0	-1	-0.3	-0.7	1	102	99	-1	-4	-1
27: COC(=O)c1cc(OC)c(OC)cc1NC(=O)c1cc(C)on1
→ -9	2	-0.2	3.0	.	109	102	.	-6	-8
28: CN1C(=O)C(CC(=O)Nc2ccccc2)S/C1=N/c1nccs1 (configuration not stated)
→ 2	1	-0.2	0.1	1.3	96	101	-1	0	0
29: O=C(C1CCCN(S(=O)(=O)Cc2ccccc2)C1)N1CCCCC1 (configuration not stated)
→ 5	11	-0.3	-0.7	1.1	95	95	1	3	2
30: CCCn1c(SCC(=O)O)nc2ccccc21
→ 3	25	-0.1	-3.2	0.9	97	82	-3	9	-3

(listing goes on)
Sequence of screens – STAT1 inh	STAT3 blocker	Hsp70 activator	Redox H2O2 prof	NF-kB neuron act	STAT1 act	STAT3 act	HMGR II inh	APP 5'UTR act	TLR4-MyD88 BLA
31: Cc1ccc(C(=O)Nc2oc(-c3ccccc3)cc2C#N)cc1
→ 3	8	-0.2	0.1	1.1	95	94	-10	-13	-4
32: COc1cccc(OCC(O)CO)c1 (configuration not stated)
→ -1	7	0.1	1.9	0.91	101	96	-3	9	-3
33: Cc1cc(C)cc(SCc2noc(C(=O)NC(C)C)c2C(=O)O)c1
→ 1	-28	-0.1	18	1.4	99	123	-3	-1	8
34: COc1cc(OC)cc(C(=O)N/N=C/c2ccc(OC)c(COc3ccc(F)cc3)c2)c1
→ -2	14	-0.3	-3.2	1.8	102	93	-1	-87	-4
35: Cc1ccccc1NC(=S)N1CCCC(c2nc3ccccc3[nH]2)C1 (configuration not stated)
→ 5	15	0.1	-0.9	1.3	95	94	5	27	5
36: CCCCn1c(SCC(=O)Nc2cc(C)on2)nc2ccsc2c1=O
→ 3	13	-0.2	-2.2	1.1	97	92	-1	-2	0
37: CC(C)N(c1nnc(N)s1)C(C)C
→ 8	6	0.5	1.8	0.92	92	98	-4	14	-1
38: Cc1ccc(S(=O)(=O)NC(=O)Nc2cc(C)ccc2F)cc1
→ 2	-7	0.0	0.4	1.1	98	111	-2	-10	8
39: CC1CCc2sc3ncnc(N4CCOCC4)c3c2C1 (configuration not stated)
→ 7	-20	-0.1	2.1	0.61	93	119	0	3	-4
40: O=C(COc1ccc2ccccc2c1)N/N=C/c1ccccn1
→ -7	9	0.4	-1.0	1.1	105	96	-6	12	-6
41: O=c1c2ccccc2nc(SCc2ccncc2)n1CC1CCCO1 (configuration not stated)
→ 6	-1	0.1	-0.4	0.91	94	103	-1	-13	-11
42: Cn1c(=O)cc(OCC(=O)Nc2ccccn2)c2ccccc21
→ 5	14	-0.3	0.1	1.3	96	89	0	-16	3
43: O=C(COC(=O)c1ccccc1Nc1ccccc1)c1ccccc1
→ -3	15	-0.1	1.8	1.6	103	93	-5	7	-20
44: Fc1ccc(OCCCCN2CCOCC2)cc1
→ 1	19	-0.3	-0.9	1.2	98	89	-5	17	0
45: O=C(O)c1cccc(Nc2ncnc3c2cnn3-c2ccccc2)c1
→ -3	6	-0.2	0.3	2.2	103	95	-7	61	8

Reprinted at random: 2 entries already listed
Sequence of screens – STAT1 inh	STAT3 blocker	Hsp70 activator	Redox H2O2 prof	NF-kB neuron act	STAT1 act	STAT3 act	HMGR II inh	APP 5'UTR act	TLR4-MyD88 BLA
16: CNC(=O)COC(=O)CNC(=O)c1cc(Cl)cc([N+](=O)[O-])c1
→ -7	11	-0.2	-0.2	0.99	106	95	-8	10	13
44: Fc1ccc(OCCCCN2CCOCC2)cc1
→ 1	19	-0.3	-0.9	1.2	98	89	-5	17	0

Next part
Sequence of screens – STAT1 inh	STAT3 blocker	Hsp70 activator	Redox H2O2 prof	NF-kB neuron act	STAT1 act	STAT3 act	HMGR II inh	APP 5'UTR act	TLR4-MyD88 BLA
46: Cc1nc(SCC(=O)c2cccc([N+](=O)[O-])c2)n[nH]1
→ 2	15	0.6	1.8	1.1	103	94	1	7	-3
47: CCOc1ccc(-n2c(SCC(=O)NCc3ccco3)nc3c(c2=O)SCC3)cc1
→ 11	4	-0.5	-0.1	1.1	88	101	-8	19	-4
48: COCCCNC(=O)c1ccc2c(c1)OCO2
→ -8	1	0.0	2.8	1.6	107	102	1	15	9
49: CCOc1ccccc1NC(=O)COC(=O)CNS(=O)(=O)c1ccc(C)cc1
→ 4	-5	-0.4	0.2	1.1	96	104	-4	0	-5
50: Cc1cc(C)n2c(Br)c(CN3CCCC(C)C3)nc2n1 (configuration not stated)
→ 6	12	-0.6	-0.5	1.1	94	95	4	15	6
51: O=C(CCNS(=O)(=O)c1cccs1)Nc1ccccc1F
→ -1	7	-0.3	1.9	1.1	101	99	-9	11	-3
52: CCOC(=O)C1=C(CSc2nc3c(cc2C#N)CCC3)OC(N)=C(C#N)C1c1ccccc1 (configuration not stated)
→ 9	1	-0.3	-0.8	1.4	92	103	-1	12	-5

Among those listed so far, 4 contain a tert-butyl group.
Sequence of screens – STAT1 inh	STAT3 blocker	Hsp70 activator	Redox H2O2 prof	NF-kB neuron act	STAT1 act	STAT3 act	HMGR II inh	APP 5'UTR act	TLR4-MyD88 BLA
1: CC(O)Cc1cn(CC(=O)N2CCN(C(=O)OC(C)(C)C)CC2)nn1 (configuration not stated)
→ -1	.	0.1	0.4	0.85	102	.	-2	6	-3
18: Cc1cc([N+](=O)[O-])c(C(C)(C)C)cc1N
→ 4	8	-0.3	-0.4	1.2	96	96	-1	-12	4
20: CC1CCN(CC(O)COC2CCC(C(C)(C)C)CC2)CC1 (configuration not stated)
→ 10	11	-0.3	0.6	1	91	95	-2	1	-3
26: CN(Cc1ccccc1)S(=O)(=O)c1ccc(NC(=S)NC(=O)C(C)(C)C)cc1
→ 0	-1	-0.3	-0.7	1	102	99	-1	-4	-1
